Assay outcomes: PubChem BioAssay, The Scripps Research Institute Molecular Screening Center
DDE Tn7 FP inh: inhibitors of Tn7 peptide binding to fibrin DD(E), primary screen, biochemical, fluorescence polarization, human fibrin, Tn7 probe; Fibrinogen beta chain (Homo sapiens), P02675; FP displacement of FITC-Tn7 peptide from fibrin DD(E); 0% = median of compound wells per plate; inhibition, % at 8.3 µM; hit rate 0.13% among 370,000; AID 720508, 2013;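 active = inhibition above the mean of compounds falling within the control limits plus 3 SD of them, cut at about 14% in these data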;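 also: 0% = plate median of compound wells and 100% = 10 µM Aha-Tn7 peptide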
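Assay system: human fibrin DD(E) protein / Input: 2 µM fibrin DD(E) / Benchmarks: high control of 10 µM Aha-Tn7 peptide / Measured by: fluorescence polarization of the labelled Tn7 tracer / Medium: Tris buffer with calcium and detergent, pH 7.8 / Timing: 10 min compound pre-incubation, 3 h probe incubation at room temperature / Repeats: one replicate per compound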
proKLK7 act: proKLK7 zymogen activators, primary screen, biochemical, fluorescence intensity | purified proKLK7, EDANS-DABCYL substrate fluorescence; 100% is mature enzyme control, 0% vehicle | activation, % at 7 µM | hit rate 0.9% among 370,000;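 active = activation above the mean of all tested compounds plus 3 SD, computed per campaign excluding outliers beyond control limits, cut at about 13% in these data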
Target sequence (P49862 whole entry, looked up): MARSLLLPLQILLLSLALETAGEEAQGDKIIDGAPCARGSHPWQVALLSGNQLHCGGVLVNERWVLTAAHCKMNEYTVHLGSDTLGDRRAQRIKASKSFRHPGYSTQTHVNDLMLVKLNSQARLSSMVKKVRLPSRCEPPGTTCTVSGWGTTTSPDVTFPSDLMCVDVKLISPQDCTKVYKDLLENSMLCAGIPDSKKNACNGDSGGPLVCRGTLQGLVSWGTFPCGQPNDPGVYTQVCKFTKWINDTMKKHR
MBD2 DNA inh: inhibitors of MBD2 binding to methylated DNA, primary screen, biochemical, TR-FRET, DNA-binding domain, human | Methyl-CpG-binding domain protein 2 (Homo sapiens), Q9UBB5 | MBD2 binding to methylated oligonucleotide | inhibition, % at 4.4 µM | hit rate 0.31% among 370,000; in the data active = inhibition above about 13%
PLCb3 inh: human PLC-beta3 inhibitors, primary screen, biochemical, fluorescence. 1-phosphatidylinositol 4,5-bisphosphate phosphodiesterase beta-3 (Homo sapiens), Q01970. Purified PLC-beta3, fluorogenic substrate. inhibition, % at 12.2 µM. hit rate 0.18% among 370,000. AID 720704, 2013; in the data active = inhibition above about 11%;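 also: 0% = median of compound wells on plate and 100% = full blocker control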
UHRF1 MBD2 ctr: UHRF1 methylated DNA binding inhibitors, primary screen, counter-screen for MBD2 inhibitor project, biochemical, TR-FRET, human UHRF1, single concentration | UHRF1 binding to methylated oligo | inhibition, % at 4.4 µM | hit rate 0.75% among 370,000 | AID 687016, 2013; in the data active = inhibition above about 21%;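 also: UHRF1 SRA domain binding a hemimethylated CpG hairpin DNA probe; 0% = median of test compound wells and 100% = reference inhibitor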
ASAP1 GAP inh: inhibitors of human ASAP1 ArfGAP activity, primary screen, biochemical, fluorescence polarization | Arf-GAP with SH3 domain, ANK repeat and PH domain-containing protein 1 (Homo sapiens), … | ASAP1-stimulated ARF1 GTP hydrolysis, GDP FP detection | inhibition, % at 16.5 µM | hit rate 0.19% among 360,000; in the data active = inhibition above about 25%;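 also: 0% = vehicle with enzyme and substrate and 100% = no enzyme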
ARFGAP1 inh: inhibitors of rat ARFGAP1 GAP activity, primary screen, biochemical, fluorescence polarization, GDP tracer; ADP-ribosylation factor GTPase-activating protein 1 (Rattus norvegicus), Q62848; Arfgap1-stimulated ARF1 GTP hydrolysis, GDP FP detection; inhibition, % at 16.5 µM; hit rate 0.26% among 360,000;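 active = inhibition above a per-plate limit, mean inhibition of low control wells plus 3 SD, cut at about 25% in these data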;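 also: 0% = DMSO wells with enzyme and 100% = wells lacking Arfgap1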
Target sequence (Q62848 1-136 limits assumed): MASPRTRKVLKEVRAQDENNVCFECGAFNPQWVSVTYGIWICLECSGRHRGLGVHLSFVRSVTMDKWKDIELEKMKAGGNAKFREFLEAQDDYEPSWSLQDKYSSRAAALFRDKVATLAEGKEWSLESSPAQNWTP
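system = rat Arfgap1 catalytic domain, aa 1-136 | technique = FP, GDP Alexa 633 tracer displaced from anti-GDP antibody, 620/688 nm | compound = one concentration, 16.5 µM, DMSO 1.26% | medium = HEPES-based buffer, pH 7.5 | timing = compound-enzyme preincubation 20 min, reaction 120 min, detection 60 min, 25 °C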
Tn6 DDE FP: inhibitors of Tn6 peptide binding to fibrin DD(E), primary screen, biochemical, fluorescence polarization, human fibrin, Tn6 probe | Fibrin DD(E) TRITC-Tn6 fluorescence polarization displacement | inhibition, % at 8.3 µM | hit rate 0.21% among 370,000 | AID 720509, 2013;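 active = inhibition above a per-campaign cutoff: mean of compounds within control limits plus 3 SD, cut at about 15% in these data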;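 also: 0% = median of all compound wells on the plate and 100% = blocking peptide control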
PLC-gamma1 inh: PLC-gamma1 enzyme inhibitors, primary screen, biochemical, fluorescence, purified enzyme; inhibition, % at 12.2 µM; 1-phosphatidylinositol 4,5-bisphosphate phosphodiesterase gamma-1 (Homo sapiens), P19174; AID 720700, 2013; hit rate 0.84% among 370,000; fluorogenic substrate; in the data active = inhibition above about 9.5%
ADAM17 inh: ADAM17 inhibitors, primary screen, biochemical, QFRET; Disintegrin and metalloproteinase domain-containing protein 17 (Homo sapiens), P78536; recombinant ADAM17, EDANS/DABCYL FRET peptide cleavage; inhibition, % at 6.95 µM; hit rate 0.83% among 370,000; AID 720648, 2013;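 active = inhibition above the mean of compounds lying between control limits plus 3 SD, set per campaign, cut at about 8.5% in these data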;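 also: 0% = DMSO-only wells as the low control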
Target sequence (P78536 215-824 limits assumed): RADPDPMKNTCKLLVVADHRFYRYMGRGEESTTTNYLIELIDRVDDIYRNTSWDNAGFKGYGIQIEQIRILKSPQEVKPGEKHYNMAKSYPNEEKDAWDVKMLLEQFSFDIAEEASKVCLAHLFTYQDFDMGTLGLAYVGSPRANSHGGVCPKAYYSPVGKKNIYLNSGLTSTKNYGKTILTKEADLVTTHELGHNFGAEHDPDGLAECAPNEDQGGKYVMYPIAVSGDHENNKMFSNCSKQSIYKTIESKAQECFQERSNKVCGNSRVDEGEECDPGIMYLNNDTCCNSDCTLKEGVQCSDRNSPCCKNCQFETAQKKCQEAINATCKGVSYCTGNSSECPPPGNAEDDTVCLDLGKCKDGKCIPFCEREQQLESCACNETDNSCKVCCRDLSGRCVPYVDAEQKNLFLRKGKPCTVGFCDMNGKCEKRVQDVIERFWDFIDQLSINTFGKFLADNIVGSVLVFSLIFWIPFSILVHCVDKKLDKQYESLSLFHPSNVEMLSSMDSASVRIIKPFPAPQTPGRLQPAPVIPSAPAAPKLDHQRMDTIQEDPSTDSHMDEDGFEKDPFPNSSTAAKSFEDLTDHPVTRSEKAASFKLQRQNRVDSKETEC
An asterisk follows results filed as active; i = inactive; . = not tested or not shown; & = joins results of further samples.

SMILES	DDE Tn7 FP inh	proKLK7 act	MBD2 DNA inh	PLCb3 inh	UHRF1 MBD2 ctr	ASAP1 GAP inh	ARFGAP1 inh	Tn6 DDE FP	PLC-gamma1 inh	ADAM17 inh
CCCCOC(=O)c1ccc(NC(=O)c2cc(Cl)ccc2OC)cc1	-3	0.3	2	6	0	8	8	3	1	4
Cc1cc(Cl)ccc1NC(=O)CCN1C(=O)C2CCCCC2C1=O (stereo unspecified)	5	0.2	0	-9	0	3	1	8	2	-9
Cc1ccc(S(=O)(=O)CCNC(=O)Cc2ccc(Cl)cc2)cc1	-7	-0.3	-5	3	0	3	2	-9	1	-1
COc1cc(C(=O)NCc2ccc(C)cc2)ccc1OCc1c(C)noc1C	2	-1.4	2	8	5	-3	7	-9	0	8
N/C(=N\c1nc2c(c(=O)[nH]1)CCC2)Nc1ccccc1	-1	0.4	2	1	1	6	4	0	2	-1
CC(C)CCNC(=O)NC(=O)CSc1ccc(S(=O)(=O)N2CCOCC2)cn1	-2	0.1	-7	-1	0	-2	-5	-3	-1	1
CC(C)(CSc1ncccn1)NS(=O)(=O)c1ccccc1	0	0.1	-6	1	2	-9	6	6	2	-1
Cc1ccccc1Oc1ccc(S(=O)(=O)NCCC(=O)O)cc1	-4	0.1	0	1	-2	-4	-2	-3	4	-1
CCOc1cc(S(=O)(=O)Nc2ccc(Cl)cn2)ccc1F	-6	-0.3	5	-2	5	6	10	1	6	4
CCCC(c1nnnn1CCOC)N1CCN(c2nc3ccccc3s2)CC1 (stereo unspecified)	-5	0.3	0	1	-3	1	8	-2	1	0
O=C1CC(N2CCOCC2)C(=O)N1c1ccccc1Cl (stereo unspecified)	-5	-0.4	-1	7	0	3	-2	-2	4	0
COc1ccc(N2CCN(C(=O)C3CCN(S(=O)(=O)c4ccc(C)cc4)CC3)CC2)cc1	-2	-0.2	0	2	2	3	3	-2	0	-1
CO/N=C/c1ccc(Oc2ccc(C)cc2)c([N+](=O)[O-])c1	-1	-0.3	1	1	0	0	-6	-1	1	1
CCOC(=O)c1c(-c2ccc(C)cc2)csc1NC(=O)c1ccc(N2C(=O)CCC2=O)cc1	3	-0.2	2	0	1	-7	2	3	-2	0
COCCSc1ccccc1C(=O)NCc1ccc2c(c1)OCO2	-4	0.5	2	-1	3	5	-5	4	5	-4
CC1(C(=O)Nc2ccccc2Cc2ccccc2)CCN1Cc1ccccc1Cl (stereo unspecified)	-4	0.1	3	0	0	1	-2	5	-5	0
O=C(Nc1cccc(C(=O)Nc2ccc(F)cc2F)c1)c1ccccc1	-5	0.0	-4	-8	-4	0	6	-3	1	-5
CCOC(=O)C1=C(C)NC(=S)N(C(C)=O)C1c1ccc(OC)c(OC)c1 (stereo unspecified)	-7	-0.4	1	-4	2	-4	-3	-5	1	1
CC(Oc1ccc(F)cc1)C(=O)Nc1cc(S(=O)(=O)N2CCOCC2)ccc1N1CCCC1 (stereo unspecified)	8	0.1	3	-1	1	13	4	1	0	1
COc1ccc(-c2ccc(-c3nc4ccc(C)cn4c3NC3CCCCC3)cc2OC)cc1	-5&-1	-22&-25	0&3	i	-1&-1	22&20	2&17	-3&-6	i	-68&-186

3 structures already listed, sorted by molar mass, highest first:
SMILES	DDE Tn7 FP inh	proKLK7 act	MBD2 DNA inh	PLCb3 inh	UHRF1 MBD2 ctr	ASAP1 GAP inh	ARFGAP1 inh	Tn6 DDE FP	PLC-gamma1 inh	ADAM17 inh
CCOC(=O)c1c(-c2ccc(C)cc2)csc1NC(=O)c1ccc(N2C(=O)CCC2=O)cc1	3	-0.2	2	0	1	-7	2	3	-2	0
CC1(C(=O)Nc2ccccc2Cc2ccccc2)CCN1Cc1ccccc1Cl (stereo unspecified)	-4	0.1	3	0	0	1	-2	5	-5	0
Cc1ccccc1Oc1ccc(S(=O)(=O)NCCC(=O)O)cc1	-4	0.1	0	1	-2	-4	-2	-3	4	-1

Later entries:
SMILES	DDE Tn7 FP inh	proKLK7 act	MBD2 DNA inh	PLCb3 inh	UHRF1 MBD2 ctr	ASAP1 GAP inh	ARFGAP1 inh	Tn6 DDE FP	PLC-gamma1 inh	ADAM17 inh
Cc1noc(NS(=O)(=O)c2ccc(N/C=C/C(=O)c3cccnc3)cc2)c1C	4	0.5	0	-6	-1	-5	-4	2	-3	-1
CCCCN(CC)CCCNC(=O)c1cn(CC)c2ccc(S(=O)(=O)N3CCc4ccccc4C3)cc2c1=O	4	-0.3	4	-3	1	1	5	2	4	0
Nn1c(SCC(=O)Nc2ccc(S(N)(=O)=O)cc2)nnc1C(F)(F)F	3	-0.1	3	-3	1	-6	2	2	2	-5
CC(C)C[C@@H](CNCC(=O)[C@H](Cc1ccccc1)NC(=O)c1[nH]cnc1C(=O)N[C@@H](C)CN)NC(=O)c1nc[nH]c1C(=O)N[C@@H](C)C(=O)O	1	0.1	9	2	23*	2	-1	11	3	-6
CCC(O)C1CCN(C(=O)c2ccc(OC3CCN(Cc4ccccn4)CC3)cc2)CC1 (stereo unspecified)	-2	-0.4	-5	-8	-2	-13	0	10	-1	-2
COc1cccc(/C=N/n2c(SC)nnc2-c2ccccc2)c1O	7	-2.0	2	-201	-6	-1	6	-6	-170	0
COCCNC(=O)C(=O)NCCN1CCNCC1	-8	0.2	1	-1	-1	-10	-4	7	-1	-4
Cc1noc(C)c1C(=O)OCC(=O)Nc1cccc(S(N)(=O)=O)c1	-9	-0.5	-2	2	-2	6	8	-1	2	0
CCCC(C)C(=O)Nc1ccc(F)c(Cl)c1 (stereo unspecified)	2	-0.8	5	-6	5	4	5	1	-3	-4
COc1ccc(-c2nc(CS(=O)CC(=O)NC3CCCC(C)C3C)c(C)o2)cc1OC (stereo unspecified)	-2	0.3	1	-4	1	-16	5	-3	1	-6
COc1ccccc1CNC(=O)C(NS(=O)(=O)c1ccc2c(c1)oc(=O)n2C)C(C)C (stereo unspecified)	10	-0.1	-1	-2	-1	5	-21	-9	2	-1
CN(C)NC(=S)Nc1cccc(C(F)(F)F)c1	5	0.1	-3	-3	-1	-2	2	-3	-2	-1
Cc1cc(C)c(OCC(=O)OC(C)C(=O)NC2CC2)c(C)c1 (stereo unspecified)	2	-0.4	-1	-5	-1	-1	1	-1	-2	-4
O=S(=O)(c1ccc2nc(COc3ccccc3)[nH]c2c1)N1CCOCC1	-2	0.2	0	0	0	4	-4	-1	0	-1
O=S(=O)(c1ccccc1)c1cnc(-c2cccnc2)nc1-c1ccccc1	1	0.1	3	1	0	11	-2	-7	0	-2
O=C(CCCCCN1C(=O)c2ccccc2C1=O)Nc1ccccc1	2	-0.4	-5	0	0	-5	2	-2	-1	-5
Cc1cc(NC(=O)CN2CCc3ccccc3C2)nc2c1c(=O)oc1ccccc12	3	3.3	-3	-60	-7	14	-1	-4	-47	-64
Cc1c(-c2ccccc2)cnc2c(C)cccc12	12	0.3	2	1	1	-2	-4	1	0	-4
C=CCn1cccc(C(=O)Nc2ccc(OC)c(OC)c2)c1=O	-3	0.6	-1	-10	-1	-4	10	-2	-7	2
COc1ccc(-n2nnnc2/C=C\Nc2ccc(C)cc2)cc1	-1	-0.2	5	-18	1	-4	3	4	-7	1
Cc1n[nH]c(=O)c2c(NC(=O)CSc3ccccc3F)oc(C)c12	-1	-0.2	-5	-4	-2	-14	5	-1	0	0
CC(C)N(C(=O)CN1CCN(S(=O)(=O)c2ccc(Br)s2)CC1)C(C)C	-6	0.0	-8	-2	-1	7	10	-5	-16	0
COc1ccc(OC)c(CCNC(=O)CCc2nnc3ccc(N4CCCC4)nn23)c1	3	-0.7	-3	-8	1	-11	-14	-2	-3	-4
O=C(Cc1ccccc1)NN1C(=O)/C(=C/c2ccccc2C(=O)O)SC1=S	5	0.2	2	-1	-3	3	-4	-9	2	-1
CCOC(=O)c1[nH]c2ccccc2c1NC(C)=O	6	-2.3	0	-14	-1	-6	-10	5	-10	-8
O=C(Cn1cnc2scc(-c3cccc([N+](=O)[O-])c3)c2c1=O)NCc1ccco1	-4	0.3	24*	-8	12	-4	9	2	-4	2
COc1ccc(OC)c2[nH]c(=O)c(CCNC(=O)C3CCCCC3)cc12	-1	2.4	1	-104	0	0	10	5	-89	-6
CC(C)n1c(/C=C/[C@@H](O)C[C@@H](O)CC(=O)O)c(-c2ccc(F)cc2)c2ccccc21	2	-1.2	-3	-72	-3	-5	-3	-2	-52	-24
COc1ccc2c(c1)CN1CN(Cc3ccc(F)cc3)S(=O)(=O)CC21 (stereo unspecified)	3	0.1	-8	-16	-4	.	.	4	-12	-11
CCOC(=O)N1CCN(C(=O)c2ccccc2SCC(=O)NCC2CCCCC2)CC1	8	-0.4	7	-4	-2	-2	11	-5	0	-4
O=C(N=Nc1c(O)[nH]c2ccccc12)c1cccs1	1	-0.7	-7	3	-18	-1	-5	-2	2	0
COc1ccc(OC)c(/C(C)=N\NC(=O)c2cc3cc(Cl)ccc3n2C)c1	10	-1.3	2	-14	-2	-8	7	4	-8	-2
CC(=O)NC1C2CN3CCN(C2)CC1(Cc1ccccc1)C3 (stereo unspecified)	1	-0.4	2	6	-2	-2	-2	3	3	-1
COc1cccc(NC(=O)COC(=O)c2nc3nccc(C)n3n2)c1	-4	0.1	-2	-1	-1	-3	-2	-3	1	0
CN1CCN(S(=O)(=O)c2ccc3c(c2)NC(=O)CS3)CC1	-3	0.8	1	-8	2	-8	-1	-6	1	-2
CC(/C=N/n1c(COc2ccccc2)n[nH]c1=S)=C\c1ccccc1	3	0.4	-3	0	-3	0	10	3	2	8
Cc1ccsc1C(=O)NNC(=S)NCC(C)C	1	0.5	2	2	2	-15	-3	6	2	-4
Cc1ccc(Nc2nc(N)nc(CSc3ncccn3)n2)cc1	1	-0.5	-3	-1	1	4	9	-8	5	-2
O=S(=O)(c1ccc(F)c(Cl)c1)N1CCN(C/C=C/c2ccccc2)CC1	-3	0.4	1	-3	1	4	-1	2	-4	1
O=C(NCC(c1ccco1)N1CCCC1)c1sc2ccccc2c1Cl (stereo unspecified)	-5	0.3	-7	-6	-2	-8	9	-12	0	2

Compounds were not picked by outcome; about 4.1% have a hit in one of these screens.
